# Bioassay records (PubChem)
# Mtb FBA inh: Mtb fructose-bisphosphate aldolase inhibition. P9WQA3. purified M. tuberculosis FBA, fluorescence read-out. inhibition, % at 1 µM. actives 2.3% (n = 360,000). AID 588726; in the data active = inhibition above about 27%;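 note: 0% = vehicle and 100% = reference inhibitor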
# Target sequence (P9WQA3 whole entry, looked up): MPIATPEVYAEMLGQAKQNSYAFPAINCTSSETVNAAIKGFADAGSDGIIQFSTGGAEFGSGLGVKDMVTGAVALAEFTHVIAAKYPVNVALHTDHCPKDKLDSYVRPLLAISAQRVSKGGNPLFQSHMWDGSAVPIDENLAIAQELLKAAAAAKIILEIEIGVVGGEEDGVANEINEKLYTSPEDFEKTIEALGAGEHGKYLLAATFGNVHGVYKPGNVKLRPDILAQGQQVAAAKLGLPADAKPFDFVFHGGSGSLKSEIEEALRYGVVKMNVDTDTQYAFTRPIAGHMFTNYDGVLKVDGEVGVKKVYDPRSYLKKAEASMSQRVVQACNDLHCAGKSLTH
# FadD28 binding: M. tuberculosis FadD28 bisubstrate binding inhibition. FadD28 bisubstrate probe binding, fluorescence polarization. inhibition, % at 12.5 µM. actives 0.22% (n = 360,000). AID 588549; in the data active = inhibition above about 8.5%, passing the limit was not always enough; inconclusive = no clear call, values can overlap the other calls
# BioA inh: blocks M. tuberculosis BioA enzyme activity; purified M. tuberculosis BioA enzyme, plate reader; inhibition, % at 9.99 µM; actives 0.096% (n = 360,000); AID 602481; in the data active = inhibition above about 40%; inconclusive = no clear call, values can overlap the other calls
# UGM FP inh: Mtb UDP-galactopyranose mutase inhibition; P9WIQ1; purified UGM, fluorescence polarization probe displacement; inhibition, % at 10 µM; actives 0.06% (n = 320,000); AID 504406; in the data active = inhibition above about 10%, passing the limit was not always enough; inconclusive = no clear call, values can overlap the other calls
# Target sequence (P9WIQ1 whole entry, looked up): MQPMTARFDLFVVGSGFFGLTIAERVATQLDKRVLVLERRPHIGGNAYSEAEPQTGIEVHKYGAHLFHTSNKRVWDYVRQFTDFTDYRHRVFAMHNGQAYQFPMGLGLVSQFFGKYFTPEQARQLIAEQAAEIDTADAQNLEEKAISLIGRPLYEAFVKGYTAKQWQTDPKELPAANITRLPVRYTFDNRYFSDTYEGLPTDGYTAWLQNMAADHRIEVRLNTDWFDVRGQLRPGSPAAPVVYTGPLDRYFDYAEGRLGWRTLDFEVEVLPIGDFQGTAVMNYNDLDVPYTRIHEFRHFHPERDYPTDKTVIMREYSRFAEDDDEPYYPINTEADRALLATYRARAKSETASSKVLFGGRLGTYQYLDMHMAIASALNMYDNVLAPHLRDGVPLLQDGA
# BoNT F protease: blocks Botulinum neurotoxin F light chain protease | AID 588497 | actives 0.22% (n = 360,000) | inhibition, % at 10 µM | Multiplex microsphere protease cleavage assay, flow cytometry; in the data active = inhibition above about 35%, passing the limit was not always enough; inconclusive = no clear call, values can overlap the other calls; note: plate controls were buffer without enzyme for full effect and enzyme alone for no effect
# MazEF act: MazEF (E. coli) toxin RNase activation; activation, % at 20 µM; P0AE70; actives 0.32% (n = 350,000); FAM/BHQ RNA-DNA oligo cleavage fluorescence, 5 h; AID 504720; in the data active = activation above about 50%
# Target sequence (P0AE70 whole entry, looked up): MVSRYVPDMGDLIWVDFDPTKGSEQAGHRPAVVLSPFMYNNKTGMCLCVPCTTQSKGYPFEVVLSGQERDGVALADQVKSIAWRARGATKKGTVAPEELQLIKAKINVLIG
# PrPC surface inh: cell surface PrPC inhibition, primary TR-FRET screen; P04156; TR-FRET read-out; inhibition, % at 13.8 µM; actives 0.43% (n = 370,000); AID 720596; in the data active = inhibition above about 24%; note: 0% = median of the test wells and 100% = reference compound wells
# Rv3671c protease: inhibits the M. tuberculosis serine protease Rv3671c; inhibition, % at 5.96 µM; P9WHR9; actives 0.048% (n = 320,000); in the data active = inhibition above about 38%;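 note: extracellular domain of Rv3671c used as enzyme; 0% = enzyme with DMSO and 100% = no enzyme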
# GDH-TPI inh: inhibits GDH-TPI coupling enzymes, artifact for Mtb FBA screen. GDH-TPI coupled enzyme counterscreen, NADH absorbance. inhibition, % at 4.8 µM. actives 1.2% (n = 360,000); in the data active = inhibition above about 30%;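 note: 0% = DMSO wells and 100% = wells lacking the enzyme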
# * marks the source's active call; other numbers are inactive results; u = inconclusive; x = no result given.
# Each structure is followed by: Mtb FBA inh, FadD28 binding, BioA inh, UGM FP inh, BoNT F protease, MazEF act, PrPC surface inh, Rv3671c protease, GDH-TPI inh
- COc1ccc(S(=O)(=O)N2CCCCCC2)cc1N
    4, 0.0, x, 3.7, -4, 8, 1, -8, 8
- CC(C)=C[C@H]1C[C@H](C)[C@H]2CC[C@H](C)c3c(O)c(O[C@H]4OC[C@H](O)[C@@H](O)[C@@H]4O)c(C)c1c32
    0, -1.5, -2.4, x, 4, x, 5, x, 8
- Cc1nc(SC2CC(=O)N(c3cc(Cl)cc(Cl)c3)C2=O)nc2c1CCCC2 (stereo not given)
    -3, 0.4, -2.4, -2.5, -12, -12, -2, 0, 2
- C=CCn1c(N/N=C/c2ccc(O)cc2)nc2ccccc2c1=O
    -4, 4.1, 1.0, 1.4, -16, 8, -3, -7, 12
- COc1ccc(C(=O)Nc2ccc(S(=O)(=O)N3CCCCC3C)cc2)c(OC)c1OC (stereo not given)
    -2, -3.2, -1.1, -0.6, -36, -4, 7, -6, 0
- CCN(CC(=O)Nc1ccc(NC(C)=O)cc1)C(=O)CCCc1c[nH]c2ccccc12
    3, 2.4, 0.6, 1.7, -9, 3, 7, -1, 2
- Cc1cccc(C)c1NC(=O)C1CCCNC1 (stereo not given)
    -1, -3.1, 2.0, 2.3, 3, 6, 2, 6, -5
- C=CCn1c(SCC(=O)NC2CCCC2)nc2ccccc21
    0, -6.8, 0.3, x, 4, 5, 2, x, -11
- CC1(C)CC(=O)C=C(NNC(=O)c2cccnc2)C1
    3, -2.3, -24, 3.8, -21, -16, 0, -1, 7
- Cc1cccc(-n2c(O)c(C=Nc3cc(O)ccc3C)c3ccccc3c2=O)n1
    -6, 0.2, -1.6, -1.1, 2, -27, -15, -1, 8
- CCN(CC(=O)Nc1ccc(N2CCOCC2)cc1)C(=O)Cc1ccccc1
    0, -0.7, -0.7, 3.7, -4, 10, -4, 4, 0
- Cc1ccc(NC2(C(N)=O)CCCC2)cc1
    -1, -1.1, 0.0, x, 2, 6, -2, x, 3
- Cc1cc(-n2c(C)cc(C(=O)CN3C(=O)NC4(CCCCC4)C3=O)c2C)no1
    -3, -1.9, -1.2, -0.4, -2, 3, -6, 10, 0
- CC1CN(CCOc2ccc([N+](=O)[O-])cc2)CC(C)O1 (stereo not given)
    -7, -2.7, -0.1, -2.2, 8, 2, -11, 12, 10
- NNC(=O)C(Cc1c[nH]c2ccccc12)NC(=O)c1ccccc1 (stereo not given)
    2, -2.4, x, -1.3, 4, 2, 1, 5, 6
- COc1cc2c(cc1OC)CN(CC(=O)NC(=O)NCc1ccccc1)CC2
    19, -0.5, -0.4, -0.2, -6, 7, 2, -5, 6
- CCOC(=O)c1nnn2c1nc(N1CCN(C)CC1)c1ccccc12
    -1, -1.5, x, -0.1, u, 11, -12, 5, 16
- Cc1c(NC(=O)C(C)OC(=O)C23CC4CC(CC(Br)(C4)C2)C3)c(=O)n(-c2ccccc2)n1C (stereo not given)
    1, 1.4, x, -1.8, 3, 1, -3, 8, 4
- CCNc1nc(OC)nc(N2CCC(Cc3ccccc3)CC2)n1
    2, -2.2, -1.6, -4.1, -5, 0, 6, -8, 11
- O=C1CCCN1c1ccc(S(=O)(=O)N2CCCCC2)cc1
    4, -2.0, -1.7, 1.6, 3, 4, -1, 1, 7

# Three entries already listed, ordered by molar mass, descending:
# Each structure is followed by: Mtb FBA inh, FadD28 binding, BioA inh, UGM FP inh, BoNT F protease, MazEF act, PrPC surface inh, Rv3671c protease, GDH-TPI inh
- COc1ccc(C(=O)Nc2ccc(S(=O)(=O)N3CCCCC3C)cc2)c(OC)c1OC (stereo not given)
    -2, -3.2, -1.1, -0.6, -36, -4, 7, -6, 0
- Cc1nc(SC2CC(=O)N(c3cc(Cl)cc(Cl)c3)C2=O)nc2c1CCCC2 (stereo not given)
    -3, 0.4, -2.4, -2.5, -12, -12, -2, 0, 2
- C=CCn1c(N/N=C/c2ccc(O)cc2)nc2ccccc2c1=O
    -4, 4.1, 1.0, 1.4, -16, 8, -3, -7, 12

# Going on with the list.
# Each structure is followed by: Mtb FBA inh, FadD28 binding, BioA inh, UGM FP inh, BoNT F protease, MazEF act, PrPC surface inh, Rv3671c protease, GDH-TPI inh
- CCOC(=O)C1CCN(Cc2nnnn2CCc2ccccc2)CC1
    0, -2.9, x, -2.4, -1, 0, 5, -11, -4
- CCN(CC)c1ccc(NC(=O)Cn2nnc(-c3cccc(OC)c3OC)n2)c(C)c1
    1, -3.5, -0.1, -0.8, 1, 1, -5, -6, -7
- Cc1cc(C)nc(Nc2nc(=O)c3ccccc3s2)n1
    3, -3.1, x, 0.1, -5, 0, 1, -6, -2
- Cc1c(NC(N)=O)c(=O)n(-c2ccccc2)n1C
    -5, 0.3, x, -2.1, -6, 3, -8, -13, 9
- COc1ccc(C)cc1-n1nnnc1SCC(=O)Nc1cccnc1Cl
    3, -2.8, -0.5, 1.6, 0, -9, 14, 0, 5
- Cc1c(C(=O)N2CCC3(CC2)OCCO3)sc2ncnc(N3CCc4ccccc4C3)c12
    2, -0.2, 13, -1.4, 0, -1, 5, 0, 4
- CCOC(=O)c1c(C)n(C)c2c(C)cc(O)c(OC(C)=O)c12
    -3, -0.6, 1.4, 0.3, -36, 2, 6, 3, -3
- Cc1ccc(-c2sc(-c3ccccc3)nc2CC(=O)Nc2ccccc2F)cc1
    -1, -1.5, 1.5, 0.2, -4, -3, 4, -14, 1
- COc1cc2nc(SCC(=O)NCc3ccco3)n(Cc3ccc(Cl)cc3)c(=O)c2cc1OC
    2, -4.6, 1.2, 0.5, -2, -12, 2, 3, 12
- N#Cc1cccc(NC(=O)CN2CCN(Cc3ccccc3)CC2)c1
    1, -2.8, 0.3, 0.8, 4, 9, -10, -6, -7
- CCCCNc1c(-c2cccc(-c3cc(C(C)=O)cs3)c2)nc2ccc(C)cn12
    0, 0.4, 1.2, -0.5, -12, -9, 2, -2, 26
- CC(C)(C(=O)N[C@H](CO)c1ccccc1)C(=O)N[C@H](CO)c1ccccc1
    1, -3.7, 0.1, 0.7, 2, 5, 0, 0, -7
- O=C1CC[C@H](O)CCN1[C@H](CSc1ccccc1)Cc1ccccc1
    4, -2.6, 2.1, -3.0, -1, 7, -4, 0, 6
- COc1ccc(-c2nc(N)n(C(C)=O)n2)cc1
    4, 0.6, -3.8, -1.8, -19, -4, 2, 4, -5
- CC(C)c1ccc(/C=C2\SC(N3CCOCC3)=NC2=O)cc1
    0, 0.4, -0.5, 0.5, 4, 4, -2, -5, 32*
- O=C(CSc1nnc(NC(=O)C2CC(=O)N(c3ccccc3)C2)s1)NC1CCCC1 (stereo not given)
    -1, -1.8, -1.1, 1.7, 6, 3, -3, 7, -4
- O=C(Nc1ccc(Cl)cc1Cl)c1ccc2c(c1)OCCO2
    3, -1.7, 0.1, 2.9, -4, 3, 8, -6, -3
- CC1CCCCC1NC(=O)CCCCCn1c(=S)[nH]c2ccccc2c1=O (stereo not given)
    -3, -1.6, x, -0.1, -3, 5, -1, -7, 12
- Cc1nn(Cc2ccc(F)cc2)c(C)c1NC(=O)c1nn(C)cc1Cl
    -2, -0.3, -1.8, 0.2, -16, 0, 5, -2, -4
- COCC(C)n1c(COc2ccccc2F)nnc1SCC(=O)c1c(N)n(C)c(=O)n(C)c1=O (stereo not given)
    1, -3.7, x, -1.3, -11, -16, -1, 1, -6

# (next part)
# Each structure is followed by: Mtb FBA inh, FadD28 binding, BioA inh, UGM FP inh, BoNT F protease, MazEF act, PrPC surface inh, Rv3671c protease, GDH-TPI inh
- Cc1c(CCC(=O)NCCCCCC(=O)O)c(=O)oc2c(C)c3oc4c(c3cc12)CCCC4
    1, -4.4, 0.8, 0.1, 29, 0, -5, x, 3
- Cc1cnn(-c2cc(N/N=C/c3ccc(F)cc3)ncn2)c1
    2, -0.1, -0.2, 2.3, 2, -61, 2, 3, 10
- COc1ccc(C(=O)C2CCN(C(=O)c3ccc(OC)cc3)CC2)cc1
    1, -4.2, 1.8, -1.2, 7, 1, -5, 1, -12
- CC(=O)Nc1nc(C)c(-c2csc(Nc3cccc(C(C)=O)c3)n2)s1
    2, 2.5, -1.1, 2.0, -8, 9, -1, 2, 14
- O=C(OCc1cn([C@H]2C[C@H](c3ccccc3)N(Cc3cccs3)C[C@@H]2O)nn1)c1ccccc1
    0, -1.7, -5.7, x, -1, -27, 10, x, -5
- COc1ccc(C(=O)NC(C)CCn2cccn2)cc1OC1CCN(C(C)C)CC1 (stereo not given)
    0, -4.7, -0.2, -1.0, -1, 2, -1, -2, 7
- O=C(C[C@H]1C/C=C/CC[C@@H](Cc2ccc(F)cc2)C(=O)O[C@@H](c2ccccc2)CNC1=O)NCCO
    2, -2.9, 2.3, 3.6, -8, 2, 10, 0, -8
- O=C1CC(Sc2ncccc2C(=O)O)C(=O)N1 (stereo not given)
    4, -1.0, 0.3, 1.3, -4, 0, 5, 0, -2
- Cc1ccc(/C=N/NC(=O)Cn2cnc3ccccc32)o1
    -8, 0.4, 0.2, 3.9, 4, -1, 3, 8, 17
- O=C(O)[C@H](Cc1ccccc1)Nc1ccc([N+](=O)[O-])cn1
    -1, x, -0.5, 0.7, -3, 8, -11, -2, 16
- Cc1ccc(Cn2ccccc2=N)cc1
    5, x, -0.1, 1.2, 0, 4, -11, x, -3
- C[C@H](CO)N1C[C@H](C)[C@@H](CN(C)S(=O)(=O)c2ccccc2)Oc2ccc(NC(=O)Cn3cnnn3)cc2C1=O
    1, -2.6, -0.8, -1.5, -8, 0, -2, 2, -6
- O=C(C1CCCCC1)N1CCCC(c2nc3c(nnn3Cc3ccccc3)c(=O)[nH]2)C1 (stereo not given)
    0, -1.5, 4.5, 4.9, 2, -1, 4, -9, 8
- Cc1cc(=O)[nH]c(SCC(=O)NCC2CCCO2)n1 (stereo not given)
    -1, 2.0, x, 0.6, -6, -1, 1, 4, -5
- CC(C)Nc1ncnc2c1ncn2[C@H]1CN(Cc2ccc(F)cc2)C[C@@H](CO)O1
    -4, -1.5, -1.4, x, -2, x, 6, x, 8
- O=C(/C=C/c1cccc(C(F)(F)F)c1)N1CCN(c2ccccn2)CC1
    7, -0.8, -0.6, -2.1, -3, 4, -4, -9, -5
- Nn1c(SCC(=O)Nc2ccc3c(c2)OCO3)nnc1-c1ccncc1
    4, -1.5, x, 2.3, -2, 4, 3, -3, 8

# Of the compounds above, these have fluorine:
# Each structure is followed by: Mtb FBA inh, FadD28 binding, BioA inh, UGM FP inh, BoNT F protease, MazEF act, PrPC surface inh, Rv3671c protease, GDH-TPI inh
- Cc1ccc(-c2sc(-c3ccccc3)nc2CC(=O)Nc2ccccc2F)cc1
    -1, -1.5, 1.5, 0.2, -4, -3, 4, -14, 1
- Cc1nn(Cc2ccc(F)cc2)c(C)c1NC(=O)c1nn(C)cc1Cl
    -2, -0.3, -1.8, 0.2, -16, 0, 5, -2, -4
- COCC(C)n1c(COc2ccccc2F)nnc1SCC(=O)c1c(N)n(C)c(=O)n(C)c1=O (stereo not given)
    1, -3.7, x, -1.3, -11, -16, -1, 1, -6
- Cc1cnn(-c2cc(N/N=C/c3ccc(F)cc3)ncn2)c1
    2, -0.1, -0.2, 2.3, 2, -61, 2, 3, 10
- O=C(C[C@H]1C/C=C/CC[C@@H](Cc2ccc(F)cc2)C(=O)O[C@@H](c2ccccc2)CNC1=O)NCCO
    2, -2.9, 2.3, 3.6, -8, 2, 10, 0, -8
- CC(C)Nc1ncnc2c1ncn2[C@H]1CN(Cc2ccc(F)cc2)C[C@@H](CO)O1
    -4, -1.5, -1.4, x, -2, x, 6, x, 8
- O=C(/C=C/c1cccc(C(F)(F)F)c1)N1CCN(c2ccccn2)CC1
    7, -0.8, -0.6, -2.1, -3, 4, -4, -9, -5
